From PubChem
KCNH2 3.1 inh = KCNH2 3.1 (human) potassium channel inhibition; U2OS KCNH2 3.1, thallium flux FluxOr; stronger effect = lower value; activity change, % (tested at about 1.8 µM); 340,000 compounds, 0.95% hits;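 active means maximum activity change below -70%; inconclusive means maximum activity change from -70% to -50%; inactive means maximum activity change above -50%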;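 further: thallium influx rate constant from kinetic fluorescence after stimulation buffer; on the % scale 0 is the no-effect control and ±100 the full control effect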
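Steps: virus added to U2OS suspension (4 h, RT, dark); medium with 10% FBS added, cells plated, 37 C overnight; FluxOr/Red40 loading buffer 45 min RT; stimulation buffer, 2 min kinetic read; rate constant normalized.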
FBPA coupling cs = coupling enzyme interference in Giardia aldolase counter-screen | coupling enzyme system counterscreen, AmpLite Red fluorescence | AID 2472 | activity change, negative = inhibition, % at 58.2 µM, hits read low | 290,000 compounds, 0.67% hits; in the data active means activity change below about -30%; further: on the % scale 0 is the no-effect control and ±100 the full control effect
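Activity here indicates interference with the coupling reaction, not aldolase inhibition. Compounds at 57.5 uM final met coupling enzymes for 10 min at RT; substrate and AmpLite Red detection followed, with a 525/598 nm fluorescence read after 20 min.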
hERG WT inh = inhibitors of human wildtype KCNH2 potassium channel; activity change, % at 1.84 µM; 340,000 compounds, 0.37% hits; AID 720551; U2OS, BacMam KCNH2, thallium flux FluxOr; stronger effect = lower value; Q12809;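 active means maximum activity change below -70%; inconclusive means maximum activity change between -70% and -50%; inactive means maximum activity change above -50%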; further: on the % scale 0 is the no-effect control and ±100 the full control effect
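U2OS cells were transduced with wild-type KCNH2 virus (2.03 x 10^8 / mL) for 4 h at room temperature, then cultured overnight at 37 C. Thallium flux was read with FluxOr dye. Rate constants were normalized to DMSO controls.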
MLL CXXC-DNA inh = MLL CXXC-DNA interaction inhibition | MLL-CXXC / FITC-HOXA9 DNA fluorescence polarization | 290,000 compounds, 0.037% hits | Potency, µM (series often up to 115 µM), inactives show at the top dose activity change, negative = inhibition, most hits filed as inhibitors | AID 2662; active means well fitted inhibition curve with a large enough effect in the polarisation, with a control signal flat, not every such curve was filed as active; inconclusive means small, poorly fitted or top-dose-only effect, or effect the other way, or a change in a side signal; inactive means no such curve, though single readings can be large or run the other way; the % refers to the polarisation; further: potency means the concentration at half of the fitted maximal effect
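Steps: dispense CXXC domain solution (7 uM) → pin compounds or unlabeled HOX-A9 DNA control → 5 min ambient → add FLSN-HOX-A9 solution (50 nM) → spin → 30 min ambient → fluorescence polarization. Tris pH 7.5/NaCl/DTT/BSA buffer.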
GALK inh = inhibitors of human galactokinase | P51570 | Purified GALK, Kinase-Glo residual ATP luminescence | Potency, µM (series often up to 57.5 µM), for inactives: at the highest dose activity change, negative = inhibition, most hits filed as inhibitors | 270,000 compounds, 0.007% hits | AID 1868; further: potency means the concentration at half of the fitted maximal effect; on the % scale 0 is the no-effect control and ±100 the full control effect
Target sequence (P51570 whole entry, looked up): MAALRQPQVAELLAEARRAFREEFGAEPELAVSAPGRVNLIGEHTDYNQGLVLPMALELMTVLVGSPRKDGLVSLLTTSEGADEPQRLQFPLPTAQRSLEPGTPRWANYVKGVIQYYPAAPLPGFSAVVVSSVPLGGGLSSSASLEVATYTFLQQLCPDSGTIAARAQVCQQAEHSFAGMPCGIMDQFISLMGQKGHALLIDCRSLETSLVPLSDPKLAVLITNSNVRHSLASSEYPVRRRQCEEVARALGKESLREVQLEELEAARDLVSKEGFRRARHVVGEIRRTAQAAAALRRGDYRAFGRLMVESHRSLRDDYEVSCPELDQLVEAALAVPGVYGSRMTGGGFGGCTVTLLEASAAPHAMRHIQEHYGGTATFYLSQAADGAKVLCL
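Human GALK (5 nM) with 35 uM ATP and 100 uM galactose in 20 mM HEPES pH 8.0, 5 mM MgCl2, 60 mM NaCl, 1 mM DTT, 0.01% BSA. After 1 h at room temperature, leftover ATP was read by Kinase-Glo Plus luminescence.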
TRPV1 ag = activates the human vanilloid receptor TRPV1. Q8NER1. TRPV1-expressing cells, Fluo-8 calcium influx, agonist mode. activation, % at 8.33 µM. 320,000 compounds, 0.19% hits. AID 540275; in the data active means activation above about 80%; inconclusive means between about 30% and that limit; further: 0% is about no effect
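Fluo-8 calcium influx in TRPV1-expressing cells, kinetic read (ex 480/em 520 nm). Compound added and read 3 min for agonist activity, followed by capsaicin at EC20 final and 2 min further read for enhancement.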
AT treatment = candidate therapy for ataxia-telangiectasia; Potency, µM (highest dose often 57.5 µM), for inactives: at the top dose activation, most hits filed as activators; 320,000 compounds, 0.19% hits; […] A-T fibroblasts, KAP-1 phosphorylation AlphaLISA; neocarzinostatin DNA damage 30 min before lysis; further: potency means the concentration at half of the fitted maximal effect; % of control where 0% means no effect; nearly all actives have a fitted effect of over 45% in size
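hTERT-immortalized A-T patient fibroblasts ([…]), 500 cells/well in OPTI-MEM, 1% FBS, got compounds for 60 min, then NCS for 30 min at 37C. Lysates were then assayed for phospho-KAP-1 by AlphaLISA (anti-pKAP1 donor, anti-KAP1 acceptor beads), 6 hr at 25C.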
MBNL1-CUG inh = blocks human MBNL1 binding to CUG repeat RNA. Q9NR56. Potency, µM (titrated, usually from 57.5 µM), for inactives: at the top dose activity change, negative = inhibition, most hits filed as inhibitors. 280,000 compounds, 0.036% hits. TR-FRET MBNL1-His/biotin-(CUG)12 binding, 665/545 ratio. AID 2675; active means well fitted inhibition curve with a large enough effect in the signal ratio, with a control signal flat, not every such curve was filed as active; inconclusive means small, poorly fitted or top-dose-only effect, or effect the other way, or a change in a side signal; inactive means no such curve, though single readings can be large or run the other way; the % refers to the signal ratio; further: potency means the concentration at half of the fitted maximal effect; on the % scale 0 is the no-effect control and ±100 the full control effect
Target sequence (Q9NR56 whole entry, looked up): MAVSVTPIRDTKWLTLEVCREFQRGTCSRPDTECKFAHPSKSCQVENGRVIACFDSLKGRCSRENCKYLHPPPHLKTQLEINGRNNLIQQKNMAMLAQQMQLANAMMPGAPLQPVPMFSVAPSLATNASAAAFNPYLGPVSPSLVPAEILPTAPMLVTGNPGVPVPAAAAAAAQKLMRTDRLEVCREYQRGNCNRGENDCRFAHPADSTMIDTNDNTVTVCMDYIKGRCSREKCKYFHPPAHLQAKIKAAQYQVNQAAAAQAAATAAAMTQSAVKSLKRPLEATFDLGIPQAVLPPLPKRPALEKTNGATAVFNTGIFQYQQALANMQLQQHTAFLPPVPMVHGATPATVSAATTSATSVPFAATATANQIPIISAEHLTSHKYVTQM
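His-tagged MBNL1 binding to biotinylated (CUG)12 RNA was measured by TR-FRET using terbium anti-His antibody (0.055 ng/ul final) and streptavidin-XL665 (5 nM final). Compounds were titrated 92 nM to 58 uM; 60 min at room temperature.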
Integrin act MD = activators of alpha7 integrin expression for muscular dystrophy. alpha7betagal myoblasts, beta-gal FDG fluorescence, 48 h. Potency, µM (titrated, usually from 38.3 µM), for inactives: at the top dose activation, usual class: activators. 350,000 compounds, 0.064% hits. AID 624291;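 further: potency means the concentration at half of the fitted maximal effect; 100% = response of the positive control SU9516; nearly all actives have a fitted effect of over 60% in size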
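Alpha7betagal+/- myoblasts (passage 13) were plated 16-24 hr, then exposed to compounds (1:260 dilution of DMSO stock) for 48 hours at 37C. After MPER lysis, β-galactosidase reporter activity was read as FDG fluorescence (ex 480/em 540) after 30 minutes.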
ASM inhibitor = human S-ASM enzyme inhibition; Potency, µM (titrated, usually from 57.5 µM), without a hit: at the highest dose activity change, negative = inhibition, most hits filed as inhibitors; AID 504937; placental ASM, HMU-PC fluorogenic substrate, 60 min; P17405; 340,000 compounds, 0.006% hits; further: potency means the concentration at half of the fitted maximal effect
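Human placenta-derived ASM preincubated with compound 10 min at room temperature, then reacted with 9 uM (final) fluorogenic HMU-PC substrate for 60 min at 37 C. Stop solution raises pH to 10; fluorescence read at Ex 386/Em 447 nm.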
* hit, by the source's call; ? = inconclusive; · = not tested or not shown; [ ] = another dose, or the depositor's remark. Unless noted, the call rests on the fitted dose curve; in most records, active means well fitted curve in the direction sought with a large enough effect; inconclusive means small, poorly fitted or top-dose-only effect, or another doubt; inactive means no such curve, though single readings can be large; an effect the other way counts as inactive or inconclusive.

SMILES	KCNH2 3.1 inh	FBPA coupling cs	hERG WT inh	MLL CXXC-DNA inh	GALK inh	TRPV1 ag	AT treatment	MBNL1-CUG inh	Integrin act MD	ASM inhibitor
COc1ccc(CCN(C(=O)C(F)(F)F)C(C(=O)NC2CCCCC2)c2cccs2)cc1 (configuration not stated)	-7	5	-3	3%	-1%	28	2%	?	-9%	-4%
Cc1cc([N+](=O)[O-])nn1CCCC(=O)Nc1cccc(Cl)c1Cl	4	0	2	-7%	11%	3	-2%	·	7%	-1%
CCOc1ccc(C(=O)OCC(=O)NCCNC(=O)COC(=O)c2ccc(OCC)cc2)cc1	-6	1	2	18%	-4%	-3	10%	3%	18%	·
Cc1cc2ccc(C)c(C)c2nc1SCC#N	-3	-1	5	-1%	0%	-4	31%	3%	-23%	-10%
O=C(O)C1C2C=CC(C2)C1C(=O)NCCc1ccncc1 (configuration not stated)	-23	2	-12	0%	1%	-6	8%	-9%	0%	10%
CCN(CC)S(=O)(=O)c1cc(C(=O)Nc2nncs2)c(Cl)cc1Cl	-4	19	-20	1%	-2%	0	-9%	3%	3%	7%
COCCCNCC(=O)Nc1sc(C)c(C)c1C(=O)OC	6	0	-19	-6%	0%	9	-2%	1%	-18%	1%
O=c1onc(-c2ccccc2Cl)n1-c1ccccc1Cl	0	·	-3	·	·	·	·	·	-12%	-1%
CCCNc1c(NS(=O)(=O)c2ccc(C(C)(C)C)cc2)c(=O)oc2ccccc12	-2	0	-1	25%	-4%	15	8%	0%	-4%	1%
CCC1CCCCN1CCCNC(=O)C1CCN(Cc2nc(-c3ccc(Cl)cc3)oc2C)CC1 (configuration not stated)	-13	·	·	-3%	-6%	3	-4%	5%	-81%[inhibitor]	-7%
O=C(CCCCC(=O)NC1CCCC1)NC1CCCC1	-4	2	-4	1%	2%	1	8%	-24%	-13%	3%
Cn1c(C(O)c2ccc(Cl)cc2)nc(Cl)c1Cl (configuration not stated)	8	-2	-4	-5%	16%	0	3%	2%	?	4%
O=C(CSc1nnc(COc2ccc(Br)cc2)o1)NC1CCCCC1	11	2	10	8%	3%	0	-9%	1%	?	-3%
COc1ccc(N/C=C2/CCCCC2=O)cc1	11	-1	-8	-2%	0%	0	2%	?	-9%	2%
COc1ccc(/C=N/Nc2ccc(C(F)(F)F)cc2[N+](=O)[O-])cc1	-2	1	-2	-1%	1%	-1	-4%	·	5%	4%
Cn1nccc1C(=O)N/N=C/c1cccnc1	-4	1	-5	-1%	-2%	3	0%	2%	0%	0%
O=c1[nH]cnc2sc3c(c12)CCCCC3	8	1	-4	-5%	10%	1	-10%	-5%	3%	1%
O=C1CC(N2CCN(c3ccccn3)CC2)C(=O)N1CC(c1ccccc1)c1ccccc1 (configuration not stated)	-32	-2	-16	-1%	-2%	-2	3%	-13%	-21%	-4%
Cc1ccc2oc(=O)c3cnn(CC(=O)NC4CCCCC4C)c3c2c1 (configuration not stated)	-9	0	9	2%	2%	9	10%	-8%	-19%	-2%
OC[C@H]1O[C@@H](Oc2cc(O)cc(/C=C/c3ccc(O)cc3)c2)[C@H](O)[C@@H](O)[C@@H]1O	·	0	·	-3%	1%	-4	·	?	·	·
C=CCOc1ccccc1CN1CCC(Oc2ccc(C(=O)N3CCCC3)cc2)CC1	7	1	36	-3%	5%	1	1%	-8%	-24%	2%
CC(C)(C)n1nc2c(c1NC(=O)c1cccs1)CS(=O)C2 (configuration not stated)	-1	-3	-1	-8%	-1%	2	-7%	-3%	-7%	3%
Brc1ccc(-c2csc(NC3=NCCCCC3)n2)cc1	-3	1	4	-4%	2%	?	4%	-13%	11%	-2%
N#CCCn1ccc(NC(=O)c2ccc(Cl)cc2)n1	-15	-1	-8	-1%	0%	?	-1%	-3%	10%	-4%
COc1ccccc1NS(=O)(=O)c1ccc(Cl)c(NC(=O)c2sc3cc(Cl)ccc3c2Cl)c1	6	-1	7	1%	1%	0	1%	-1%	21%	3%
COc1cccc(/C=N/NC(=O)CO/N=C(\C)c2cccs2)c1OC	-7	-1	-31	-11%	-2%	1	-1%	-2%	-5%	-9%
CCN(CC(=O)Nc1cc(Cl)ccc1C)C(=O)CSCc1ccccc1	1	·	4	·	·	16	-1%	·	-49%[inhibitor]	-2%
CCCCNC(=O)CCCCCNS(=O)(=O)c1ccc(OC)cc1	14	0	29	0%	1%	2	7%	-5%	8%	0%
CCN(CC)S(=O)(=O)c1ccc(N2CCOCC2)c(NC(=O)c2ccc3ccccc3c2)c1	-2	1	4	5%	1%	-3	6%	-7%	17%	0%
O=C1C(=Cc2ccco2)CCCC1=Cc1ccco1	-15	·	0	·	·	·	·	·	-18%	-1%
O=C(Nc1cccc(-c2nnco2)c1)c1cccs1	2	0	-1	-5%	·	1	-2%	-12%	-14%	-1%
Oc1ccc(Br)cc1-c1ccn[nH]1	-17	0	0	3%	2%	-2	23%	-4%	15%	-1%
Cc1ccc(S(=O)(=O)NC(C(=O)Oc2ccc3ccc(=O)oc3c2)c2ccccc2)cc1 (configuration not stated)	5	-2	-5	3%	-1%	-2	-3%	20%	2%	·
COc1cccc(NC(=O)COC(=O)CNS(=O)(=O)c2c(F)cccc2F)c1	24	-2	57	3%	-1%	14	3%	-2%	13%	-2%
O=C(Nc1cccc(S(=O)(=O)N2CCOCC2)c1)c1ccc(Cl)c([N+](=O)[O-])c1	-4	-4	16	-3%	0%	?	-19%	18%	-2%	-9%
CC1Cc2ccccc2N1C(=O)COC(=O)CNC(=O)c1ccc(Br)o1 (configuration not stated)	-2	4	19	-6%	0%	-7	16%	0%	19%	1%
O=C(CCC(=O)N1CCN(C2CCCCC2)CC1)Nc1nnc(C(F)(F)F)s1	-1	5	3	3%	2%	0	1%	2%	34%	-2%
CCSc1nnc(NC(=O)CCc2ccc(OC)cc2)s1	18	0	7	3%	2%	1	4%	·	18%	0%
CCOc1ccc(C(C(=O)NCC2CCCO2)N(Cc2cccs2)C(=O)c2snc(C(N)=O)c2N)cc1 (configuration not stated)	-3	0	13	-7%	8%	3	-5%	3%	-27%	338%[activator]
Cc1ccc(Cl)cc1N1CCN(C(=S)NCc2ccco2)CC1	34	4	-2	3%	-3%	6	-3%	3%	-1%	-3%
Cc1nc(CNS(=O)(=O)c2cc(C)c(C)cc2C)cs1	16	-13	11	-3%	1%	-5	·	-9%	1%	-2%
CCN(CC)C1CCN(C(=O)c2cc(COc3ccc(F)cc3Cl)on2)C1 (configuration not stated)	?	-1	29	-11%	-2%	0	4%	-2%	?	2%
COc1ccc(-c2nnn(CC(=O)N(Cc3cccs3)C(C)C(=O)NCCC(C)C)n2)cc1OC (configuration not stated)	-5	5	1	3%	-2%	0	6%	-1%	-22%	-6%
CCOC(=O)C1(CCc2ccccc2)CCN(Cc2cc(OC)c(OC)cc2OC)CC1	-99*	1	-11	18%	4%	1	0%	-28%	-45%	0%
C/C(=N\Nc1ccc2nncn2n1)c1ccccn1	12	1	-6	?	7%	1	-8%	21%	?	-2%
N/C(=N\OC(=O)Oc1ccccc1)c1ccc(Cl)cc1	-39	7	-2	-6%	-1%	5	-3%	-1%	0%	1%
CC(C)CN(C(=O)COC(=O)c1cccn1C)c1c(N)n(Cc2ccccc2)c(=O)[nH]c1=O	15	·	9	26%	-6%	-5	-4%	-6%	18%	21%
O=C(Cc1cccs1)N/N=C/c1ccccc1	10	1	2	-1%	2%	9	-3%	7%	18%	1%
Cc1cc(C(=O)NCc2ccc3c(c2)OCO3)ccc1[N+](=O)[O-]	0	2	-12	-6%	7%	?	4%	?	0%	-8%
Cc1ccc(-c2c(C(=O)N/N=C/c3cccs3)nnn2-c2nonc2N)cc1	-6	·	-17	3%	4%	23	-2%	7%	-10%	339%
Cc1ccc(OCC(=O)NNC(=O)c2cc3ccccc3o2)cc1	-22	2	0	14%	-1%	·	-3%	-1%	22%	1%
CC1(C)CC(=O)C/C(=N/Nc2nc3ccccc3s2)C1	19	2	-1	14%	-8%	1	?	2%	6%	19%
COCCCN(C(=S)Nc1ccc(C)cc1Cl)C(C)c1ccncc1 (configuration not stated)	1	4	-3	-4%	1%	-2	4%	-8%	0%	4%
Cc1nc2ccccc2c(=O)n1/N=C/c1ccccc1	11	3	-8	0%	-1%	?	-9%	-5%	-19%	-1%

Hits appear at their usual frequency. Share with any hit: about 2%.
